Bioassay records (PubChem BioAssay)
NSD2 HMT inh – NSD2 (human) methyltransferase inhibition; AID 743445; inhibition, % at 12.5 µM; NSD2 peptide methylation, AlphaScreen, 120 min; actives 0.54% (n = 310,000); O96028; in the data active means inhibition above about 50%
Target sequence (O96028 whole entry, looked up): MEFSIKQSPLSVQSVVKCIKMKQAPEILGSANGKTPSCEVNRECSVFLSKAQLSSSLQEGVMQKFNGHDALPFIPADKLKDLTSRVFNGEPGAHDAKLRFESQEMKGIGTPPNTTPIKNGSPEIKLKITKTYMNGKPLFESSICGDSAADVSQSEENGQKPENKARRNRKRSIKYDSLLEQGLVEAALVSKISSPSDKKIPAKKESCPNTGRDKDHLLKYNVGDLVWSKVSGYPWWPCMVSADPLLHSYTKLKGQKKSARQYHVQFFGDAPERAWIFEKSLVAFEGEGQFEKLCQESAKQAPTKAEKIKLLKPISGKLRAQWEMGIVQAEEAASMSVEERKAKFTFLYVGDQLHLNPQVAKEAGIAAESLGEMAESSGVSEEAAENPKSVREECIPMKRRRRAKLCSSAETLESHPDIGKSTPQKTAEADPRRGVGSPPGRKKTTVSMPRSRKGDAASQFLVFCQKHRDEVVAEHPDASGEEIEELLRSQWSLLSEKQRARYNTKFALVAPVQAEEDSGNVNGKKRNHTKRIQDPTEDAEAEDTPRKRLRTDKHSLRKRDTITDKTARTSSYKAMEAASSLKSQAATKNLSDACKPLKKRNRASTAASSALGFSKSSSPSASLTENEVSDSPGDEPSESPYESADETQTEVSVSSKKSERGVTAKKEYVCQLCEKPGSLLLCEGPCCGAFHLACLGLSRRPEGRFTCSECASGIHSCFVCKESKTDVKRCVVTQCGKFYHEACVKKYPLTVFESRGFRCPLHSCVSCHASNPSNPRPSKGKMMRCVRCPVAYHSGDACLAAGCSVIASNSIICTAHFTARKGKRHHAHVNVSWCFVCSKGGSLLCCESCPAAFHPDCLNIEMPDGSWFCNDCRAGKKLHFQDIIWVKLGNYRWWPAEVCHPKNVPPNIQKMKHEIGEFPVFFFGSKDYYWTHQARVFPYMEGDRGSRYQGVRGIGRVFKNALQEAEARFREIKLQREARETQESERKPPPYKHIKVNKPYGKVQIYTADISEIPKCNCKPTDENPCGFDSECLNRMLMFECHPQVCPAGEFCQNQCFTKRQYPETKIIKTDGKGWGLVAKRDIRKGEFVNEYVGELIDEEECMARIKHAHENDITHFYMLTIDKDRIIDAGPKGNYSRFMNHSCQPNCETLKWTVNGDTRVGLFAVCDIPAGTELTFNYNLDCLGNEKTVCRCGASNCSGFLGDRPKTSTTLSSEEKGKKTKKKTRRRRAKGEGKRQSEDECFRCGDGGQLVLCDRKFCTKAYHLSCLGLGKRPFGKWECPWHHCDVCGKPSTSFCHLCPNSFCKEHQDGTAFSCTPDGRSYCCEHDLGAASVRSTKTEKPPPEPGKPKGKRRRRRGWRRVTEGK
DAGLB inh – diacylglycerol lipase beta (human) inhibition | AID 504411 | HEK293T DAGLB membrane lysate, EnzChek fluorogenic substrate | actives 0.059% (n = 340,000) | inhibition, % at 5.17 µM | Q8NCG7; in the data active means inhibition above about 34%;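 further: 0% = enzyme with vehicle and 100% = wells lacking enzyme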
PKA-R2B act – PKA-R2B complex activation; P22694+P31323; actives 0.079% (n = 340,000); activation, % at 11.4 µM; PKA-R2B holoenzyme dissociation, Cy5-IP20 fluorescence polarization; R2B truncated from residue 108, S112A mutant; 0% DMSO only, 100% 113 µM cGMP; AID 504700;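 active means activation above a cutoff set at the mean over all compounds plus 3 SD, cut at about 18% in these data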;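 further: higher means more holoenzyme dissociation and a rise in polarization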
PvdQ inh – blocks Pseudomonas aeruginosa PvdQ acylase activity; purified PvdQ acylase, fluorescence plate reader; inhibition, % at 10 µM; actives 0.063% (n = 340,000); AID 488965; in the data active means inhibition above about 30%, passing the limit was not always enough;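 further: 0% = vehicle neutral wells and 100% = reference inhibitor wells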
Arrestin-AP2 inh – inhibitors of human beta-arrestin and AP2 interaction. FITC-arrestin peptide / GST-AP2 beads, flow cytometry; AP2 beta2 appendage carries R879A mutation. inhibition, % at 10 µM. actives 0.31% (n = 340,000). AID 504490;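 active means inhibition above a set limit, near 3 SD of compounds lacking own fluorescence, cut at about 54% in these data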;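 further: plate controls were DMSO wells for no effect and 5 µM unlabelled arrestin peptide for full effect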
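Measured by: flow cytometry, FL1 (488/535 nm); Material: AP2 appendage R879A on GSH beads; Evaluation: percent response; Timing: pre-incubation 12 min, peptide binding 1 h, room temperature; Also added: 50 nM FITC-arrestin peptide; Medium: PBS with 0.05% Tween 20 and 0.1% BSA.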
* = called active by the depositor; . = no result given.

SMILES	NSD2 HMT inh	DAGLB inh	PKA-R2B act	PvdQ inh	Arrestin-AP2 inh
COc1cc(F)ccc1-c1csc(C(NC(C)=O)c2cccc(F)c2)n1 (stereo not drawn)	11.9	.	.	.	.
O=C(NC(c1ccc(F)cc1)c1ccc2ccccc2n1)C1CCN(CCOc2ccc(Cl)cc2)CC1 (stereo not drawn)	2.4	.	.	.	.
COC(=O)C1=C(C(=O)OC)C(C(=O)OC)N2C=CC=CC2=C1C(=O)OC (stereo not drawn)	-0.5	.	.	.	.
COC(=O)Cc1[nH]c(Cl)nc1C(N)=O	-0.8	.	.	.	.
COCc1cccc(-c2csc(C(C)(O)c3cccc(F)c3)n2)c1 (stereo not drawn)	-1.1	.	.	.	.
Nn1c(SCC(=O)Nc2cccc3ccccc23)nnc1-c1cc(-c2ccc(Cl)cc2)n[nH]1	0.4	.	.	.	.
COc1cccc(N2C(=O)[C@H]3C(C(=O)c4cnccn4)=NN[C@H]3C2=O)c1	.	.	.	-3.7	14.4
CC1(C)CC(=O)C=C(c2ccc(COC(=O)C(c3ccccc3)c3ccccc3)cc2)C1=O	.	-11.5	-13.4	.	.
COCOCCn1cc(CN2CCS(=O)(=O)N(Cc3ccc(-c4cccc(CO)c4)cc3)C(C(C)C)C2=O)nn1 (stereo not drawn)	.	-2.1	-10.4	.	.
COc1ccc(CNC(=O)O[C@H]2Cn3c(=O)ccc(=O)n3[C@@H]3CN(S(=O)(=O)c4ccc(C)cc4)C[C@]23O)cc1OC	.	0.8	1.2	.	.
O=C(c1ccccc1)N1CCN(c2cc(-c3ccccc3)nc3cc(-c4cccc(Cl)c4)nn23)CC1	.	3.1	-2.4	.	.
C[C@H](CO)N1C[C@H](C)[C@@H](CN(C)C(=O)c2cnccn2)Oc2ncc(Br)cc2C1=O	.	0.3	-8.7	.	.
CN1C(=O)[C@H]2[C@@H](c3ccc(C(F)(F)F)cc3)N[C@]3(CCCN(Cc4ccc(F)cc4)C3=O)[C@H]2C1=O	.	0.2	14.4	.	.
O=C(c1cccs1)N1C[C@@H](n2cc(C3CC3)nn2)[C@H](O)C[C@@H]1c1ccc(Cl)cc1	.	-0.8	1.9	.	.
C[C@H]1CN([C@@H](C)CO)C(=O)CCCn2nncc2CO[C@@H]1CN(C)S(=O)(=O)c1cccc(C#N)c1	.	-3.3	-11.8	.	.
O=C(c1ccoc1)N1CCN(c2cc(-c3cccc(F)c3)nc3cc(-c4cccc(Cl)c4)nn23)CC1	.	0.6	-2.3	.	.
COc1ccc(N2CC(C)(C)[C@H](CC(=O)Nc3ccc(Br)cc3)C2=O)cc1	.	-6.0	6.9	.	.
Cc1ccc2c(c1)CO[C@]21O[C@H](CCO)C[C@H](O)[C@H]1O	.	-1.0	1.9	.	.
Cc1ccc([C@H]2C[C@H](n3cc(COC(=O)c4ccccc4)nn3)[C@@H](O)CN2Cc2cccs2)cc1	.	-5.6	7.1	.	.
CSc1ncnc2c1ncn2CCCNCc1ccco1	.	0.0	-2.8	.	.
CCCCN1C(=O)C(CC(=O)NCc2cccc3ccccc23)CC(C(=O)N(C)C)=C1C (stereo not drawn)	.	1.3	-9.0	.	.
CC(C)(C)OC(=O)[C@H](Cc1ccccc1)NC(=O)c1[nH]cnc1C(=O)Nc1ccccc1F	.	-10.1	-1.3	.	.
C[C@@H]1CCCCO[C@H](CN(C)C(=O)CCC(F)(F)F)[C@@H](C)CN([C@H](C)CO)C(=O)c2cc(NC(=O)c3ccncc3)ccc2O1	.	1.9	3.0	.	.
O=Cc1cccc(OCc2cn(CC(=O)c3ccc(O)cc3)nn2)c1	.	-5.4	4.3	.	.
COCCCN1C(=O)C(CC(=O)NCc2cccs2)CC(C(=O)N(C)C)=C1C (stereo not drawn)	.	1.4	4.0	.	.
C[C@@H](NC(=O)c1ncn2c1c(=O)[nH]c1ccc(Br)cc12)c1ccccc1	.	1.8	6.6	.	.
Cc1ccc(-n2sc3cc(F)ccc3c2=O)c(C)c1	.	5.8	-4.2	.	.
CCN(CC)C(=O)C1=C(C)N(CCCOC)C(=O)C(CC(=O)NCc2cccs2)C1 (stereo not drawn)	.	-4.2	2.8	.	.
COC(=O)N(C)C[C@@H]1OCc2cnnn2CCCC(=O)N([C@@H](C)CO)C[C@@H]1C	.	-0.6	-2.3	.	.
Cc1ccc(S(=O)(=O)N2C[C@H]3C(=O)C[C@@H](c4ccccc4F)N(S(=O)(=O)c4ccc(C)cc4)[C@H]3C[C@H]2c2cccc3ccccc23)cc1	.	-7.2	-4.5	.	.
C[C@H](CO)N1C[C@H](C)[C@H](CN(C)S(C)(=O)=O)OCc2cnnn2CCCC1=O	.	-2.7	4.5	.	.
O=C(C[C@H]1C[C@@H]2c3cc(NC(=O)c4cccnc4)ccc3O[C@@H]2[C@H](CO)O1)NCc1ccncc1	.	-0.1	-3.6	.	.
C[C@@H]1CN([C@H](C)CO)C(=O)CCCn2cc(nn2)CO[C@H]1CN(C)S(=O)(=O)c1ccc(Oc2ccccc2)nc1	.	-2.8	-5.2	.	.
CCC(C)C(CO)NCCCn1cnc2c(SC)ncnc21 (stereo not drawn)	.	-0.4	-7.2	.	.
COc1cc(CNC[C@H]2O[C@@H](n3ccc(N)nc3=O)[C@H](O)[C@@H]2O)ccc1OCc1ccc(C)cc1	.	-0.2	-5.5	.	.
C[C@H]1CN([C@@H](C)CO)C(=O)CCCn2cc(nn2)CO[C@@H]1CN(C)C(=O)Nc1cccc2ccccc12	.	4.3	-9.2	.	.
C[C@H](CO)N1C[C@H](C)[C@H](CN(C)C(=O)Nc2ccc(-c3cccs3)cc2)OCc2cnnn2CCCC1=O	.	0.7	9.3	.	.
Cc1ccc2c(=O)n3c(nc2c1)C(Cc1ccc(O)cc1)NC(=O)c1cc2ccccc2cc1-3 (stereo not drawn)	.	6.4	-1.0	.	.
C[C@H]1CN([C@@H](C)CO)C(=O)c2cc(C#Cc3cccnc3)cnc2O[C@H]1CN(C)Cc1ccc(F)cc1	.	-4.5	2.7	.	.
COc1ccccc1C#CC1=CC(=O)CC(C)(C)C1	.	-4.8	-8.8	.	.

An excerpt of these results, comma-delimited:
smiles,NSD2 HMT inh,DAGLB inh,PKA-R2B act,PvdQ inh,Arrestin-AP2 inh
CCC(C)C(CO)NCCCn1cnc2c(SC)ncnc21 (stereo not drawn),.,-0.4,-7.2,.,.
COc1cc(CNC[C@H]2O[C@@H](n3ccc(N)nc3=O)[C@H](O)[C@@H]2O)ccc1OCc1ccc(C)cc1,.,-0.2,-5.5,.,.

Some of the entries above, set out differently:
Values run as follows: NSD2 HMT inh | DAGLB inh | PKA-R2B act | PvdQ inh | Arrestin-AP2 inh
COc1cc(F)ccc1-c1csc(C(NC(C)=O)c2cccc(F)c2)n1 (stereo not drawn)
→ 11.9 | . | . | . | .
O=C(NC(c1ccc(F)cc1)c1ccc2ccccc2n1)C1CCN(CCOc2ccc(Cl)cc2)CC1 (stereo not drawn)
→ 2.4 | . | . | . | .
COC(=O)C1=C(C(=O)OC)C(C(=O)OC)N2C=CC=CC2=C1C(=O)OC (stereo not drawn)
→ -0.5 | . | . | . | .
COC(=O)Cc1[nH]c(Cl)nc1C(N)=O
→ -0.8 | . | . | . | .
COCc1cccc(-c2csc(C(C)(O)c3cccc(F)c3)n2)c1 (stereo not drawn)
→ -1.1 | . | . | . | .
Nn1c(SCC(=O)Nc2cccc3ccccc23)nnc1-c1cc(-c2ccc(Cl)cc2)n[nH]1
→ 0.4 | . | . | . | .
COc1cccc(N2C(=O)[C@H]3C(C(=O)c4cnccn4)=NN[C@H]3C2=O)c1
→ . | . | . | -3.7 | 14.4
CC1(C)CC(=O)C=C(c2ccc(COC(=O)C(c3ccccc3)c3ccccc3)cc2)C1=O
→ . | -11.5 | -13.4 | . | .
COCOCCn1cc(CN2CCS(=O)(=O)N(Cc3ccc(-c4cccc(CO)c4)cc3)C(C(C)C)C2=O)nn1 (stereo not drawn)
→ . | -2.1 | -10.4 | . | .

The results go on.
SMILES	NSD2 HMT inh	DAGLB inh	PKA-R2B act	PvdQ inh	Arrestin-AP2 inh
CNC(=O)C[C@H]1C(=O)N(CCc2ccccc2)C[C@@H]1CSC	.	-2.4	10.5	.	.
C#CCN(C[C@H]1[C@H](OC(=O)NCc2ccc(OC)c(OC)c2)[C@H](OC(=O)NCc2ccc(OC)c(OC)c2)C[C@H]2C(=O)N(c3ccccc3)C(=O)[C@@H]12)S(=O)(=O)c1ccc(C)cc1	.	-0.5	-10.7	.	.
C[C@@H]1CN([C@@H](C)CO)S(=O)(=O)c2ccc(Br)cc2O[C@H]1CN(C)C(=O)c1ccccc1F	.	-2.1	1.1	.	.
CCCCN1C(=O)C(CC(=O)NC2CCCC2)CC(C(=O)N(C)C)=C1C (stereo not drawn)	.	1.7	6.8	.	.
CCC(Sc1nc2ccsc2c(=O)n1Cc1ccc(C(=O)O)cc1)C(=O)Nc1ccc(Cl)cc1 (stereo not drawn)	.	4.5	-0.1	.	.
COc1ccncc1-c1ccc(C2=CC(=O)CC(C)(C)C2=O)cc1	.	-2.2	-2.0	.	.
CCC/C=C/c1ccc(CN2C(CC(C)C)C(=O)N(Cc3cn(CCC4OCCO4)nn3)CCS2(=O)=O)cc1 (stereo not drawn)	.	1.8	-9.2	.	.
C[C@@H]1CN([C@@H](C)CO)C(=O)CCCn2nncc2CO[C@@H]1CN(C)S(=O)(=O)c1ccc2ccccc2c1	.	-1.6	-2.2	.	.
CCN(CC)C(=O)C1=C(C)N(CCC2=CCCCC2)C(=O)C(CC(=O)NCCc2ccccn2)C1 (stereo not drawn)	.	0.7	3.6	.	.
C[C@H]1CN([C@@H](C)CO)C(=O)c2c(c3ccccc3n2C)-c2ccccc2CO[C@H]1CN(C)C(=O)[C@@H]1CCCN1C	.	-0.8	-3.0	.	.
Cc1cccc(NC(=O)c2ncn3c2C(=O)N[C@@H](C)C3)c1	.	-3.2	-0.5	.	.
Cc1ccc([C@H]2N[C@]3(CCCN(Cc4ccc(C(F)(F)F)cc4)C3=O)[C@H]3C(=O)N(Cc4ccccc4)C(=O)[C@@H]23)cc1	.	-2.4	-14.8	.	.
Fc1ccc(-c2nc3ccc(Cl)cn3c2Cc2ccccc2)cc1	.	-7.3	-3.2	.	.
COc1ccc(N2C[C@H](CSC)[C@@H](CC(=O)Nc3ccccc3)C2=O)cc1	.	0.6	-15.1	.	.
CCCCCCN1C[C@H](O)[C@@H](n2cc(COC(=O)c3ccccc3)nn2)C[C@@H]1c1ccccc1	.	-2.1	1.1	.	.
C[C@H](CO)N1C[C@H](C)[C@H](CN(C)C(=O)Nc2cccc(F)c2)Oc2cc(C#CC3(O)CCCC3)ccc2S1(=O)=O	.	-0.4	-1.6	.	.
COc1ccccc1S(=O)(=O)N(C)C[C@H]1OCc2cn(nn2)CCCC(=O)N([C@H](C)CO)C[C@@H]1C	.	0.5	10.3	.	.
CC(C)CC1C(=O)N(Cc2cn(CC3CCCCC3)nn2)CCS(=O)(=O)N1Cc1ccc(-c2ccncc2)cc1 (stereo not drawn)	.	1.2	-9.3	.	.
Cc1ccc(-c2ccc3c(c2)O[C@H](CN(C)C(=O)CC2CC2)[C@H](C)CN([C@@H](C)CO)S3(=O)=O)cc1	.	7.0	3.9	.	.
C[C@H](CO)N1C[C@H](C)[C@@H](CN(C)S(=O)(=O)c2cn(C)cn2)OCc2cnnn2CCCC1=O	.	2.2	3.0	.	.
Cc1cc(C)c2c(=O)n3c(nc2c1)C(CC(C)C)NC(=O)c1cc2ccccc2cc1-3 (stereo not drawn)	.	5.6	-4.2	.	.
Cc1ccc([C@H]2N[C@]3(CCCN(Cc4ccc(F)cc4)C3=O)[C@H]3C(=O)N(Cc4ccccc4)C(=O)[C@@H]23)cc1	.	0.6	2.7	.	.
CO[C@H](C(=O)N(C)C[C@@H]1OCc2ccccc2-c2c(n(C)c3ccccc23)C(=O)N([C@H](C)CO)C[C@@H]1C)c1ccccc1	.	-3.0	-6.3	.	.
COc1ccccc1S(=O)(=O)N(C)C[C@@H]1OCc2cnnn2CCCC(=O)N([C@@H](C)CO)C[C@@H]1C	.	-2.2	0.9	.	.
C[C@H]1Cn2cnc(C(=O)N[C@H](C)c3ccccc3)c2C(=O)N1	.	1.5	1.6	.	.
CN(C)c1ccc(/C=C/CNC[C@H]2O[C@@H](n3ccc(N)nc3=O)[C@H](O)[C@@H]2O)cc1	.	1.7	-10.1	.	.
Cc1cccc(-c2ccc3[nH]c4c(c3c2)CCN2C[C@@H]([C@H](C)OC(=O)Nc3ccccc3C)[C@@H](N(C)C(=O)Nc3ccccc3C)C[C@@H]42)c1	.	-1.2	2.8	.	.

Not all compounds are listed, so the mix of outcomes need not match the whole.
